Screens from PubChem BioAssay.
AmpC det inh: blocks E. coli AmpC beta-lactamase in presence of detergent; 71,000 compounds, 0.09% hits; AID 584; Potency, µM (doses to about 28.7 µM), without a hit: at the highest dose activity change, negative = inhibition; purified AmpC, nitrocefin hydrolysis with detergent; active = well fitted curve in the direction sought with a large enough effect
Target sequence (P00811 whole entry, looked up): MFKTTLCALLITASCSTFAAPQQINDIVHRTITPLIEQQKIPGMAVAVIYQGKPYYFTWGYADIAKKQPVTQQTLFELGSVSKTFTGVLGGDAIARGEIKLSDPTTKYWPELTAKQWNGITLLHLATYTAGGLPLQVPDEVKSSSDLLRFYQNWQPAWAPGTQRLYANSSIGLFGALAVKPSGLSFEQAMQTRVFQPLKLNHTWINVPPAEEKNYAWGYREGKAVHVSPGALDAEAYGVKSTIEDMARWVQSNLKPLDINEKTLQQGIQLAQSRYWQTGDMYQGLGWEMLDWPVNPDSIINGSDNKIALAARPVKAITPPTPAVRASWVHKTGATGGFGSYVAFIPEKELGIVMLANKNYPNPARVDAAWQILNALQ
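E. coli AmpC (5.3 nM) in 20 mM phosphate pH 7.0 with 0.01% Triton X-100, preincubated 15 min RT with compound; nitrocefin (2 uL of 800 uM stock) hydrolysis followed by 480 nm absorbance every 20 s over 4 min.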
Numbers without * were called inactive; & = joins results of further samples; [ ] = another dose, or the depositor's remark. % is set by controls: 0 for no effect and ±100 for the full control effect; potency is the fitted concentration of half-maximal effect. Only part of the results is shown; the hit share may differ from the screen's.

no.	SMILES	AmpC det inh
1	Cn1c(=O)cc(SCC(=O)Nc2ccc3c(c2)OCO3)c2ccccc21	13%
2	CCOC(=O)N1CCN(c2c(NCCCN(CC)c3cccc(C)c3)c(=O)c2=O)CC1	-3%
3	C(=Nc1ccc2c(c1)Cc1ccccc1-2)c1ccccn1	6%[5.75 µM]
4	O=C(CCC1N=C2c3ccccc3N=C(SCc3cccc(Cl)c3)N2C1=O)NCc1ccco1 (stereo not drawn)	-4%
5	O=S1(=O)C=CC(Sc2nc3ccccc3[nH]2)C1 (stereo not drawn)	0%
6	CC1Cc2ccccc2N1C(=O)c1cccnc1 (stereo not drawn)	-2%
7	O=C1C(c2ccc(F)cc2)N(Cc2ccc3c(c2)OCO3)C(=O)CN1C1CCCCC1 (stereo not drawn)	0%
8	C=C(C)CSc1nnc(-c2ccccc2)n1N	-2%
9	Cc1ccccc1Cn1ccc(NC(=O)c2cnn3cccnc23)n1	-6%
10	COc1ccc(-c2cc(-c3ccccc3O)[nH]n2)cc1OC	8%
11	Cc1nnc(SCc2ccc(CC(=O)O)cc2)o1	-2%
12	C=CCOC(=O)COc1ccc2c(C)c(C)c(=O)oc2c1C	7%
13	COc1ccc2[nH]c(=O)c(CN(CCCN(C)C)C(=O)Nc3ccc(F)cc3)cc2c1	-3%
14	COc1ccc(NC(=O)CCSc2nnc(C)s2)cc1	0%
15	O=C(C1CCCCN1S(=O)(=O)c1ccc(F)cc1)N1CCN(c2ccccc2F)CC1 (stereo not drawn)	13%
16	CCn1nc(C(=O)NC2=NCCS2)c2ccccc2c1=O	-6%
17	CCN(CC)C(=O)NC1CC2CCCC(C1)N2Cc1ccccc1 (stereo not drawn)	5%
18	O=C1N=C(c2ccccc2)C(c2ccccc2)N1 (stereo not drawn)	-3%
19	Cc1cc2nc(-c3ccc(NC(=O)c4cccnc4)cc3)oc2cc1C	11%
20	O=C(Nc1cccc(-c2cn3cccnc3n2)c1)c1ccc2c(c1)OCO2	-4%
21	Cc1ccc2nc(NC(=O)CNS(=O)(=O)c3ccc(Br)s3)sc2c1	9%
22	CCOC(=O)C1=C(C)NC(=O)NC1c1ccco1 (stereo not drawn)	-2%
23	COc1ccc2cc3cc(C(=O)NCCN4CCN(c5ccccc5F)CC4)oc3nc2c1	-1%
24	COc1ccc(-n2c(Cc3cccn3C)nnc2SCC(=O)Nc2ccc(F)cc2F)cc1	15%
25	COc1ccc(N2CCN(C(CNC(=O)c3ccco3)c3cccnc3)CC2)cc1 (stereo not drawn)	1%
26	CCn1nc(CC(=O)Nc2ccc(-n3cnnn3)c(C)c2)c2ccccc2c1=O	-5%
27	c1cc2c3c(cccc3c1)NC1(CCCCCC1)N2	-5%
28	Cc1nc2c(c(=O)n1Cc1ccco1)c1nc3ccccc3nc1n2Cc1ccccc1	-3%
29	COc1cccc(N2CCN(C(=O)CN(c3ccc(C)cc3)S(=O)(=O)c3c(C)n[nH]c3C)CC2)c1	13%
30	Cc1nn(-c2ccccc2)c2sc(C(=O)OC3CCOC3=O)cc12 (stereo not drawn)	-3%
31	CC(=O)N1C(=O)C2(Nc3ccccc3N2)c2ccccc21	-2%
32	CCN(CCCNC(=O)CCCn1c(=O)[nH]c2ccccc2c1=O)c1cccc(C)c1	-4%
33	COc1ccc(Cc2nnc3n2N=C(c2cc4ccccc4o2)CS3)cc1OC	-2%
34	CCOC(=O)C1=C(CC)Nc2ccccc2N=C1NC(=O)Cn1cnc2ccccc2c1=O	-7%
35	CCN1CCC[C@@H](OC(=O)C(c2ccccc2)c2ccccc2)C1	-1%[12.8 µM]
36	Cn1c(=O)c2c(O)cc(=O)[nH]c2n(-c2ccccc2)c1=O	-4%
37	O=C(c1cc(C(F)(F)F)cc(C(F)(F)F)c1)N1CCC2(CCCN(Cc3nccs3)C2)CC1	-3%
38	CC(C)[N+](C)(CCOC(=O)C1c2ccccc2Oc2ccccc21)C(C)C	0%[12.8 µM]
39	CCC(=O)N1CCN(c2ccccc2NC(=O)COc2ccccc2Cl)CC1	-3%
40	c1ccc(-c2n[nH]nc2-c2ccccc2)cc1	-3%
41	COc1ccc(C(=O)NCc2c(CC(C)C)oc(C)c2C(=O)O)cc1	17%
42	CCOc1ccc(CC(=O)C2C(=O)CCCC2=O)cc1OCC	0%
43	O=C(COC(=O)c1cccnc1)Nc1ccc(F)cc1	0%
44	CCN(CC)c1ccc(NC(=O)CC2Oc3ccccc3NC2=O)c(C)c1 (stereo not drawn)	11%
45	Cc1[nH]c(=O)[nH]c(=O)c1S(=O)(=O)N(C)Cc1ccccc1	-4%
46	CCC(C)Sc1nc2c(c(=O)n1C)SC(C)C2 (stereo not drawn)	8%
47	COC(=O)c1c(NS(C)(=O)=O)sc2c1CCCC2	-3%
48	COc1ccc(-c2nnc(SCC(=O)c3cc(C)n(Cc4cccs4)c3C)o2)cc1	-3%
49	CCN1CCn2c3c(c4cc(C)ccc42)CCCC31 (stereo not drawn)	11%
50	CN(c1ccccc1C(=O)NCc1ccco1)S(C)(=O)=O	-1%

Remaining list, next part:
no.	SMILES	AmpC det inh
51	c1csc(-c2nn3c(Cn4nnc5ccccc54)nnc3s2)c1	0%
52	Cc1cc(Nc2ccc(F)cc2C)n2ncnc2n1	7%
53	O=c1cc(CO)oc(CN2CCCC2)c1O	3%
54	CCCCCC(=O)Nc1ccc(S(=O)(=O)Nc2nccnc2OC)cc1	-1%
55	CN(C)c1nc(-c2cccc(C#N)c2)nc2ccccc12	7%
56	COc1cc(CNc2ccc3[nH]c(=O)[nH]c3c2)cc(Cl)c1OCC(=O)NC(C)(C)C	-1%
57	COc1ccc(/C=C(\C#N)C(N)=O)c(OC)c1	0%[5.75 µM]
58	O=C(CSc1nc(-c2ccc(F)cc2)cs1)N1CCN(C(=O)c2ccco2)CC1	-4%
59	O=C(c1ccc2c(c1)OCO2)N1CCN(c2ccc(Cl)cc2)CC1	12%
60	COc1ccccc1OCCC(=O)OCCN1C(=O)c2ccccc2C1=O	-3%
61	N[C@@H](Cc1cc(CP(=O)(O)O)cc(-c2ccccc2Cl)c1)C(=O)O	-6%
62	Nc1c(Br)cc(Br)cc1CNC1CCC(O)CC1 (stereo not drawn)	2%[12.8 µM]
63	CC(C)CNC(=O)C1CCCN(S(=O)(=O)c2ccc(-n3cnnn3)cc2)C1 (stereo not drawn)	-2%
64	CCC(C)N1C(=O)CCC1C(=O)NCc1ccc2c(c1)OCO2 (stereo not drawn)	5%
65	NC(=O)c1nn(-c2ccccc2)nc1NC(=O)CN1CCCCC1	-4%
66	COc1ccc2[nH]c(C)c(CN3CCCC(C)C3)c(=O)c2c1 (stereo not drawn)	9%
67	N#C/C(Cn1c[n+](NC(=O)Nc2ccccc2)cn1)=N/O	-4%
68	CC1CN(CC(O)COc2ccccc2C(C)(C)C)CC(C)O1 (stereo not drawn)	-1%
69	CCN1c2ccccc2NC2N=C(OC)C(c3ccccc3)C21 (stereo not drawn)	2%
70	CCOc1ccc(C(=O)NCCn2cc(SCC(=O)Nc3cc(C)on3)c3ccccc32)cc1	-4%
71	C[C@H]1CN(S(=O)(=O)c2cccc3cnccc23)CCN1	-2%
72	C=CCn1c(COc2cccc3ccc(C)nc23)nnc1SCC(N)=O	-4%
73	O=C(Cn1cnc2c(oc3ccccc32)c1=O)N1CCCc2ccccc21	-8%
74	CCOC(=O)c1sc(SCC(=O)Nc2ccc(N(C)C)cc2)nc1N	-1%
75	COc1ccc2cc3cc(C(=O)Nc4ccc5c(c4)OCO5)oc3nc2c1	10%
76	O=C(CSc1nnnn1-c1ccccc1)Nc1ccc(Cl)cn1	-4%
77	COc1cccc(-c2cc(C(=O)N3CC4(C)CC3CC(C)(C)C4)no2)c1 (stereo not drawn)	2%
78	CCOc1ccc(C(=O)Nc2ccc3c(c2)OCO3)cc1OCC	-5%
79	Cc1ccc(N2C(=O)NC(=O)C3(Cc4ccccc4N4CCN(c5ccccc5)CC43)C2=O)cc1 (stereo not drawn)	-2%
80	O=C1Cc2ccccc2C(c2ccccc2)N1 (stereo not drawn)	3%
81	COCCNC(=O)C(C)OC(=O)c1nsc(Cl)c1Cl (stereo not drawn)	0%
82	COC(=O)c1sccc1NC(=O)c1ccco1	-6%
83	Cn1c(=O)c(=O)n(C)c2cc(S(=O)(=O)Nc3ccc4c(c3)OCCO4)ccc21	-4%
84	c1ccc(SCCc2ccncc2)cc1	2%[5.75 µM]
85	OC1(c2ccc(Cl)cc2)CCN(Cc2c[nH]c3ccccc23)CC1	0%&-1%
86	CCOC(=O)C1CCN(C/C=C/c2ccccc2OC)CC1	-2%
87	COc1ncc2nc(-c3ccc(F)cc3)c(=O)n(C)c2n1	-1%
88	CC1(C)CN=C(N2CCN(c3ncnc4sc5c(c34)CCCC5)CC2)S1	-1%
89	CNc1ncnc2ccc(-c3ccccc3CN(C)C)cc12	7%
90	CCOC(=O)C1CCN(C(=O)COc2ccc(N(C)S(=O)(=O)c3cccs3)cc2)CC1	0%
91	COc1ccc(-c2csc(N3CCC(C(N)=O)(N4CCCCC4)CC3)n2)cc1	-2%
92	CC(=O)N[C@@H](CC(=O)O)C(=O)N[C@@H](CCC(=O)O)C(=O)O	-2%
93	c1cc(-c2noc(CCC3CCCC3)n2)ccn1	-3%
94	Cc1nn(C)c(C)c1S(=O)(=O)N(CC(=O)Nc1ccc2c(c1)OCO2)c1ccc(C(C)C)cc1	5%
95	CC(C)Cn1c(N)c(C(=O)COC(=O)C2=COCCO2)c(=O)n(C)c1=O	-1%
96	O=c1[nH]c(=O)n(CCC2=CCCCC2)c(O)c1C=NCCCn1ccnc1	-3%
97	Clc1ccc(Cn2c(CN3CCCC3)nc3ccccc32)cc1	-3%[12.8 µM]
98	COc1ccc(C(=O)Nc2cccc(C(C)=O)c2)cc1S(=O)(=O)N1CCOCC1	-2%
99	CCn1c(SCC(=O)Nc2ccc3c(c2)OCO3)nc2c(c1=O)SC(C)C2 (stereo not drawn)	7%
100	CCc1c(C)n([O-])c2c([n+]1=O)CCC2	6%

Continuation.
no.	SMILES	AmpC det inh
101	COc1ccc(Cl)cc1N1C(=O)C2CCCN2C1c1sccc1C (stereo not drawn)	-5%
102	O=C(N1CCOCC1)N1CCN(c2ccccn2)CC1	-1%
103	Cc1ccc(S(=O)(=O)N2CCC(C(=O)N[C@@H](C)C(=O)NCc3ccccc3)CC2)cc1	-1%
104	CCCCn1ccnc1C(=O)c1ccc(S(=O)(=O)N(CCOC)CCOC)cc1	-1%
105	COc1ccc(C(O)C(CN2CCOCC2)c2ccccc2)cc1F (stereo not drawn)	5%
106	CC(C)NC(=O)N1CC[C@@]2(CCCN(C(=O)c3cccn3C)C2)C1	2%
107	CCC(c1nnnn1Cc1ccco1)N(CCN1CCOCC1)Cc1cc2cc(C)ccc2[nH]c1=O (stereo not drawn)	1%
108	COc1ccc(OC)c(NC(=O)C2CCN(c3ncccn3)CC2)c1	7%
109	CN(C)c1ccc(-c2ccc3ncnc(N(C)Cc4ccco4)c3c2)cc1	-2%
110	CCNC(=O)c1cc2c(=O)n3cccc(C)c3nc2n1C	2%
111	Cc1ccc(CC23CN4CCN(CC(C4)C2O)C3)c(C)c1 (stereo not drawn)	-2%
112	N=c1oc2ccc3ccccc3c2cc1-c1nnc2n1CCCCC2	-3%
113	CCCn1c(NC(=O)c2ccc(C)cc2)nc2ccccc21	-4%
114	O=C(C(c1ccccc1)c1ccccc1)N(Cc1ccco1)C1CCS(=O)(=O)C1 (stereo not drawn)	-6%
115	COC(=O)[C@](C)(N)Cc1ccc(O)cc1	-2%
116	Cc1noc(C)c1S(=O)(=O)N(CC(=O)NCc1ccc(Cl)cc1)c1ccc2c(c1)OCO2	1%
117	COc1ccccc1CN1CCC2(CC1)CCN(C(=O)c1cccn1C)CC2	0%
118	O=C(Nc1ccc(N2CCN(c3ccc(O)cc3)CC2)cc1)Oc1ccccc1	-1%
119	CCN(CC)c1ccc(C2C(C(=O)OCCOC)=C(C)NC3=C2C(=O)CC(C)(C)C3)cc1 (stereo not drawn)	14%
120	c1ccc(CNc2cc(-c3ccoc3)ncn2)cc1	8%
121	COc1cc(C)nc(N2CCCC(C(=O)Nc3cccc(Cl)c3C)C2)n1 (stereo not drawn)	13%
122	Cc1cc(Nc2ccc(Br)cc2F)n2ncnc2n1	5%
123	O=c1c2ccccc2nc(-c2ccco2)n1/N=C/c1ccco1	-4%
124	COc1ccc2oc(-c3ccccc3)c(C(=O)N3CCOCC3)c2c1	-2%

Filtered by structure: the entries above with an aryl thioether with sulfur outside any ring.
no.	SMILES	AmpC det inh
1	Cn1c(=O)cc(SCC(=O)Nc2ccc3c(c2)OCO3)c2ccccc21	13%
5	O=S1(=O)C=CC(Sc2nc3ccccc3[nH]2)C1 (stereo not drawn)	0%
8	C=C(C)CSc1nnc(-c2ccccc2)n1N	-2%
11	Cc1nnc(SCc2ccc(CC(=O)O)cc2)o1	-2%
14	COc1ccc(NC(=O)CCSc2nnc(C)s2)cc1	0%
24	COc1ccc(-n2c(Cc3cccn3C)nnc2SCC(=O)Nc2ccc(F)cc2F)cc1	15%
46	CCC(C)Sc1nc2c(c(=O)n1C)SC(C)C2 (stereo not drawn)	8%
48	COc1ccc(-c2nnc(SCC(=O)c3cc(C)n(Cc4cccs4)c3C)o2)cc1	-3%
58	O=C(CSc1nc(-c2ccc(F)cc2)cs1)N1CCN(C(=O)c2ccco2)CC1	-4%
70	CCOc1ccc(C(=O)NCCn2cc(SCC(=O)Nc3cc(C)on3)c3ccccc32)cc1	-4%
72	C=CCn1c(COc2cccc3ccc(C)nc23)nnc1SCC(N)=O	-4%
74	CCOC(=O)c1sc(SCC(=O)Nc2ccc(N(C)C)cc2)nc1N	-1%
76	O=C(CSc1nnnn1-c1ccccc1)Nc1ccc(Cl)cn1	-4%
84	c1ccc(SCCc2ccncc2)cc1	2%[5.75 µM]
99	CCn1c(SCC(=O)Nc2ccc3c(c2)OCO3)nc2c(c1=O)SC(C)C2 (stereo not drawn)	7%
